PhoP inhibition – inhibitors of PhoP regulon expression, primary screen, Salmonella Typhimurium, GFP reporter (AID 1863); inhibition, % at 50 µM, or IC50 in µM where a hit was titrated; S. Typhimurium PhoP-regulated promoter GFP reporter, 4 h; higher % means a stronger effect; 300,000 tested, 0.16% active;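 active means inhibition over 29.93%, a cutoff 3 SD above the screen mean, later confirmed by dose response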;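 further: 0% = low Mg2+ inducing control and 100% = high Mg2+ repressing control; strong numbers were not always called active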
Rac1 GTP hydrolysis – MgcRacGAP GTPase-activating activity inhibitors, confirmation, biochemical, ADP Hunter fluorescence. MgcRacGAP-stimulated Rac1 GTP hydrolysis, ADP Hunter fluorescence; higher % means a stronger effect; GST-tagged Rac1 F28L mutant substrate. inhibition, % at 30 µM; hits with a dose series show IC50 in µM. 340,000 tested, 0.6% active. AID 624330;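 active means first-screen hits whose inhibition reached a set limit at any dose in the follow-up dose series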;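 further: fluorescence reports GDP produced by GAP-driven GTP hydrolysis; strong numbers were not always called active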
b-catenin transl – alters nuclear translocation of beta-catenin in HeLa cells; immunofluorescence imaging; nuclear translocation activity, % at 5 µM; 190,000 tested, 0.3% active; AID 1665;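 active means nuclear translocation activity above 50% at 5 µM, with a well cell count of 50 or more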;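 further: per-cell ratio of nuclear to cytoplasmic median beta-catenin stain intensity; plate controls were DMSO negative control for no effect and GSK-3 inhibitor IX positive control for full effect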
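Test system: human HeLa cell line; Doses: 5 µM primary, 0.02–20 µM confirmation; Incubation: 24 h compound exposure, 37°C; Detection: beta-catenin immunofluorescence imaging with DAPI; Read-out: beta-catenin nuclear/cytoplasmic ratio, % activation.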
Myeloid diff MLP – promotes myeloid progenitor differentiation | 360,000 tested, 1% active | ER-HoxA9 myeloid progenitors, lysozyme-GFP differentiation, flow cytometry | calls only at 10 µM;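 active means normalized GFP-positive differentiation at or above the plate's own cutoff, the solvent-only control mean plus 3 SD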;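 further: cells exposed to compound for four days before flow analysis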
West Nile virus CPE – inhibition of WNV-induced cytopathic effect – cell-based, CPE readout (AID 1621). West Nile virus-infected cells, CPE inhibition; higher % means a stronger effect. CPE inhibition, % at 10 µM, or IC50 in µM where a hit was titrated. 290,000 tested, 0.02% active; in the data active means a potency from the dose series; further: strong numbers were not always called active
WT yeast gro inh – growth inhibition of WT yeast, mitochondrial fusion screen; mitochondrial fusion phenotypic screen, WT strain; inhibition, % at 10 µM; 190,000 tested, 2.1% active; AID 1362; in the data active means inhibition above about 58%; tested in S. cerevisiae
T cell HTS – modulates CD8 T cell binding to vesicles | 2C CD8+ T cell-vesicle binding, flow cytometry; active compounds read low | calls only at 7 µM | 330,000 tested, 0.068% active | AID 2052;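 active means response, share of CD8 T cells binding vesicles, and their 90th percentile fluorescence all below set limits, cut at about 80% in these data, passing the limit was not always enough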
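Material: murine 2C transgenic CD8+ T lymphocytes / Also added: QL9-peptide-loaded Drosophila micro-vesicles bearing Ld, ICAM-1 and B7-1 / Schedule: binding step 1.5 h, 37 °C, antibody labelling 20 min, ice / Signal: flow cytometry, PE anti-B7-1 (FL2) versus Alexa647 anti-CD8 (FL8), PFA-fixed / Evaluation: percent CD8+ FL2 mean versus row control / Benchmarks: naked versus QL9-loaded vesicles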
RSV CPE inhibition – inhibition of RSV-induced cytopathic effect – HEp-2 cells, primary 10 µM value included (AID 2391); HEp-2 cells, RSV-induced CPE inhibition; higher % means a stronger effect; one-dose CPE inhibition, % at 10 µM; IC50 in µM for titrated hits; 310,000 tested, 0.13% active; in the data active means a potency from the dose series; further: strong numbers were not always called active
Large T inhibition – SV40 large T antigen inhibitors, biochemical (AID 1903) | 310,000 tested, 0.39% active | SV40 large T antigen ATPase/helicase inhibition assay; higher % means a stronger effect | inhibition, % at 20 µM, or IC50 in µM where a hit was titrated; in the data active means a potency from the dose series; further: strong numbers were not always called active
WT yeast gro inh mutant strain – further read-out of WT yeast gro inh, marked with its call; inhibition, %; mitochondrial fusion phenotypic screen, mutant strain inhibition
b-catenin transl cell count 5 µM – further read-out of b-catenin transl, marked with its call; cell count; measured here: cell count, cytotoxicity flag
T cell HTS vesicle-bound % – second read-out of T cell HTS, no call of its own (marks repeat the call); double positive events, %; measured here: CD8+ vesicle-bound cell fraction;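 binding gate set so that unloaded-vesicle control wells show 10% double positive cells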
Myeloid diff MLP GFP+ MAC1+ % – recorded beside Myeloid diff MLP, whose call it bears; GFP+ MAC1+ double positive, %; measured here: differentiation confirmed by MAC1 staining
Active calls of the source: *; i = inactive; · = no result given.

item | structure | PhoP inhibition | Rac1 GTP hydrolysis | b-catenin transl | b-catenin transl cell count 5 µM | Myeloid diff MLP | Myeloid diff MLP GFP+ MAC1+ % | West Nile virus CPE | WT yeast gro inh | WT yeast gro inh mutant strain | T cell HTS | T cell HTS vesicle-bound % | RSV CPE inhibition | Large T inhibition
1 | N#C/C(=C(/O)COC(=O)c1ccc(O)cc1)c1nc2ccccc2[nH]1 | -9% | 8% | 0.4 | 1277 | i | 0.1 | 0.1% | · | · | i | 19 | -1.7% | 10%
2 | CC(C)(C)NC(=O)CSc1nnc(Cc2ccc3c(c2)OCO3)n1C1CCCCC1 | 2% | 11% | 0.2 | 1417 | i | 0.9 | -0.7% | 5 | 12 | i | 42 | 0.6% | 3%
3 | COc1ccc(-c2nnc3ccc(SC(C(C)=O)C(C)=O)nn23)cc1OC | 5% | 11% | -3.8 | 965 | i | 1.9 | 1.4% | -16 | -5 | i | 29 | 0.3% | 15%
4 | COc1ccc(N2CCN(C(=O)C(Cc3ccccc3)n3cccc3)CC2)cc1 (centres undefined) | -1% | 18% | · | · | i | 1.1 | -0.4% | 18 | 1 | i | 28 | 2.7% | 10%
5 | Cc1noc(C)c1CSc1nnc(-c2ccncc2)n1-c1ccc(Cl)c(Cl)c1 | 2% | 5% | -0.4 | 1118 | i | 0.5 | -0.3% | 10 | -3 | i | 31 | 2.8% | 16%
6 | O=C(OCc1ccccc1Cl)c1ccccc1C(=O)c1ccccc1 | 2% | -3% | 2.3 | 1352 | i | 1.5 | -0.6% | 2 | 2 | i | 44 | 5.7% | 16%
7 | CCC(C)c1ccccc1NC(=O)COC(=O)C1=COCCO1 (centres undefined) | -4% | 3% | -1.0 | 1094 | i | 0.4 | 0.3% | -3 | 3 | i | 23 | -0.6% | 11%
8 | COc1ccc(NC(=O)CC(Cc2ccc(Cl)cc2)C(=O)O)cc1 (centres undefined) | -7% | 4% | · | · | i | 0.4 | 0.5% | · | · | i | 30 | 1.1% | 6%
9 | O=C(CN1C(=O)NC2(CCCC2)C1=O)N1CCN(C(=O)c2ccco2)CC1 | 23% | 5% | 0.1 | 1177 | i | 3.9 | 0.1% | -3 | -27 | i | 10 | 0.6% | -8%
10 | COc1cc(OC)cc(C(=O)NCC(=O)OCC(=O)c2cc(C)n(Cc3ccco3)c2C)c1 | 8% | 4% | · | · | i | 0.5 | -0.4% | 15 | 2 | i | 43 | 1.8% | 4%
11 | O=C(N/N=C(\c1ccccc1)c1cccnc1)c1cc(O)ccc1O | -6% | · | · | · | · | · | -0.7% | · | · | i | 21 | 1.1% | 6.1µM*
12 | C[C@H](NC(=O)Cc1cccc2ccccc12)C(=O)N1CCCN(C)CC1 | 5% | 8% | -2.2 | 1132 | i | 0.8 | -0.6% | 12 | 2 | i | 18 | -0.8% | 1%
13 | Cc1cccc(NS(=O)(=O)c2ccc(C(=O)N3CCCC3)cc2)c1C | 1% | -5% | · | · | i | 0.8 | · | · | · | i | 59 | 0.9% | 8%
14 | c1ccc(CCn2nnc3ccccc32)cc1 | -5% | 8% | -1.9 | 1320 | i | 0.6 | 1.1% | · | · | i | 19 | 0.2% | -5%
15 | Cc1nn(Cc2ccccc2)c(C)c1C(=O)OCC(=O)c1cc(C)n(CC(F)(F)F)c1C | 11% | -7% | · | · | · | · | -0.3% | 9 | -4 | i | 52 | 4.4% | 5%
16 | CCOC(=O)N1CCN(C(=O)C2CCN(S(C)(=O)=O)CC2)CC1 | -4% | 14% | · | · | i | 4.3 | 1.3% | -8 | 0 | i | 17 | 1.0% | 0%
17 | O=S(=O)(c1ccc(NCCc2c[nH]c3ccccc23)nc1)N1CCOCC1 | -6% | 4% | 0.2 | 1171 | i | 1.0 | -0.8% | -12 | -8 | i | 60 | 0.8% | 6%
18 | CCCCCn1c(N)c(C#N)c2nc3ccccc3nc21 | 1% | 5% | · | · | i | 3.4 | 0.4% | 44 | -6 | i | 25 | 0.7% | -8%
19 | COc1cc(NC(=O)CN2CCC(Cc3ccccc3)CC2)c(C)cc1[N+](=O)[O-] | 3% | 2% | -0.8 | 991 | i | 0.7 | 0.0% | -7 | -10 | i | 41 | 0.6% | 9%
20 | CC(C)Sc1nc2c(c(=O)[nH]c(=O)n2C)n1C | 6% | 10% | -2.8 | 883 | i | 0.6 | 0.4% | -6 | 2 | i | 46 | 5.6% | 11%
21 | Cc1cccc(C(=O)O/N=C2\CCCc3ccccc32)c1 | 3% | 4% | 1.6 | 1336 | i | 1.0 | -0.5% | 5 | 0 | i | 52 | 2.5% | 10%
22 | C[N+](C)=C1SCC(C)(/C=N/O)S1 (centres undefined) | -1% | 7% | 0.0 | 1352 | i | 0.6 | -0.1% | · | · | i | 31 | -2.8% | 4%
23 | O=C(CCc1ccccc1)Nc1cc(Cl)ccc1O | 1% | 1% | 1.1 | 1099 | i | 2.4 | 0.3% | 20 | 21 | i | 45 | 7.8% | 9%
24 | CCN(CC)S(=O)(=O)c1ccc(C(=O)NNC(=O)c2cccs2)cc1 | -12% | 5% | 0.6 | 1076 | i | 1.3 | -0.2% | -15 | 3 | i | 7 | 0.3% | 7%
25 | CCN(CC)C(=O)c1cc([N+](=O)[O-])cc2c1-c1ccc([N+](=O)[O-])cc1C2=C(C#N)C#N | -13% | 12% | 11 | 979 | i | 0.3 | -0.4% | · | · | i | 45 | · | 43%
26 | CCc1ccc(OCc2n[nH]c(=S)n2Cc2ccccc2)cc1 | -5% | 12% | -0.8 | 1506 | i | 1.0 | 0.4% | 65* | 44* | i | 38 | 21% | 8%
27 | O=[N+]([O-])c1ccc(N2CCc3ccccc3C2)nc1 | -3% | 10% | · | · | i | 0.0 | 1.2% | · | · | i | 61 | 50% | 8%
28 | CCSc1nnc(Cn2c(=O)sc3ccccc32)n1-c1ccc(OC)cc1 | 11% | 5% | -3.8 | 1182 | i | 1.9 | -0.2% | 4 | 5 | i | 40 | 6.6% | 4%
29 | O=C(Nc1ccc(Br)cc1)c1cccc(N2C(=O)CCC2=O)c1 | -2% | 13% | · | · | i | 3.1 | 0.0% | · | · | i | 26 | 1.2% | 8%
30 | COc1ccccc1NC(=S)NNC(=O)c1cc(C)n(C)n1 | -10% | 9% | -0.8 | 1119 | i | 0.9 | 0.1% | 1 | 14 | i | 49 | 1.8% | 18%
31 | Cc1ccc(-c2csc3nc(CN(C)Cc4ccccc4)[nH]c(=O)c23)cc1 | 12% | -4% | 0.5 | 996 | i | 0.8 | -1.5% | 28 | 12 | i | 11 | 2.3% | 0%
32 | CCCNC(=O)C1CC(c2ccccc2C(F)(F)F)=NO1 (centres undefined) | · | 3% | · | · | i | 1.3 | · | · | · | i | 42 | 5.8% | 4%
33 | Cc1cc(C(=O)COC(=O)c2ccc(O)cc2)c(C)n1CC1COc2ccccc2O1 (centres undefined) | 10% | 1% | 2.8 | 997 | i | 1.0 | 0.8% | 52 | 0 | i | 43 | 9.2% | 7%
34 | CC(=O)c1ccc(S(=O)(=O)NC2CCCCCCC2)cc1 | 0% | 6% | · | · | i | 1.1 | -1.0% | · | · | i | 38 | 11% | 15%
35 | COc1cc(C(=O)N/N=C\c2ccccc2)c([N+](=O)[O-])c(OC)c1OC | 6% | 4% | -0.4 | 965 | i | 0.6 | 0.2% | -8 | 17 | i | 29 | 0.2% | 6%
36 | COC(=O)c1ccc(COc2ccc(-c3nn[nH]n3)cc2)cc1 | -5% | 16% | -1.7 | 1411 | i | 0.6 | 0.2% | -19 | -7 | i | 38 | 0.6% | 2%
37 | CC(=O)NC(c1cccc([N+](=O)[O-])c1)c1ccc2cccnc2c1O (centres undefined) | 105µM* | 9% | · | · | · | · | 2.3% | · | · | i | 49 | 4.0% | -1%
38 | COc1cc(/C=C/C(=O)OC(C)C(=O)NC2CCCCC2C)cc(Cl)c1OC (centres undefined) | 1% | 6% | · | · | i | 1.8 | · | · | · | i | 58 | -1.1% | 13%
39 | COc1cccc(C2CC(c3cccc(Br)c3)n3ncnc3N2)c1 (centres undefined) | 5% | 8% | -0.8 | 1127 | i | 1.7 | -1.0% | 9 | 3 | i | 40 | 1.9% | 2%
40 | O=C1C2C3CC(C(Br)C3Br)C2C(=O)N1CC1CCCO1 (centres undefined) | -5% | 16% | 0.3 | 1311 | i | 0.4 | -0.3% | · | · | i | 20 | 1.7% | 11%
41 | O=C(N/N=C/c1ccncc1)c1ccc(NS(=O)(=O)c2cccs2)cc1 | 4% | 1% | 0.8 | 985 | i | 0.4 | 0.6% | -6 | 20 | i | 35 | -0.7% | 4%

Screens from PubChem BioAssay.
